# Source: PubChem BioAssay
# TRPN1 ag = activates the zebrafish TRPN1 channel. AID 1424. HEK293 zebrafish TRPN1-YFP, Fluo-8 calcium fluorescence; 100% = response to 87 µM carbachol. 0.18% of 220,000 active. activation, % at 3 µM;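 active means activation above its plate's cutoff, the mean activation of test wells on that plate plus 3 SD, cut at about 19% in these data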;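 further: 0% = DMSO alone and 100% = 87 µM carbachol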
#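 System: zebrafish TRPN1-YFP in HEK293 cells / Dosing: 3 µM single point / Timing: dye loading 1 h at 37 °C, then 30 min room temperature / Signal: Fluo-8 calcium fluorescence, excitation 470-495 nm, emission 515-575 nm / Read-out basis: percent activation from peak over basal fluorescence ratio, control-normalized / Control set: high carbachol 87 µM, low DMSO alone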
# Ba/F3 V617F tox = reduce viability of Ba/F3 cells dependent on JAK2V617F; 1.1% of 220,000 active; Ba/F3 EpoR-JAK2V617F viability, ATP luminescence; inhibition, % at 5.6 µM;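 active means inhibition above the campaign mean plus 3 SD over all tested compounds, cut at about 24% in these data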;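 further: cytokine-independent growth of Ba/F3 cells driven by EpoR plus mutant JAK2; 0% = DMSO-treated cells and 100% = JAK inhibitor I control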
# BaF3 tox = parental Ba/F3 viability inhibition as JAK2V617F counter-screen; CellTiter-Glo ATP luminescence; inhibition, % at 5.6 µM; 1.1% of 220,000 active;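 active means inhibition above a per-campaign cutoff, the mean inhibition of all tested compounds plus 3 SD, cut at about 27% in these data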;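 further: 0% = DMSO wells and 100% = JAK Inhibitor I control wells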
# S1P4 antagonist = human S1P4 receptor antagonism; inhibition, % at 4.98 µM; O95977; AID 1510; S1P4-expressing cells, antagonist mode, reporter read-out; 0.26% of 220,000 active; in the data active means inhibition above about 29%;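 further: 0% = wells stimulated with agonist and 100% = vehicle wells without agonist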
# Target sequence (O95977 whole entry, looked up): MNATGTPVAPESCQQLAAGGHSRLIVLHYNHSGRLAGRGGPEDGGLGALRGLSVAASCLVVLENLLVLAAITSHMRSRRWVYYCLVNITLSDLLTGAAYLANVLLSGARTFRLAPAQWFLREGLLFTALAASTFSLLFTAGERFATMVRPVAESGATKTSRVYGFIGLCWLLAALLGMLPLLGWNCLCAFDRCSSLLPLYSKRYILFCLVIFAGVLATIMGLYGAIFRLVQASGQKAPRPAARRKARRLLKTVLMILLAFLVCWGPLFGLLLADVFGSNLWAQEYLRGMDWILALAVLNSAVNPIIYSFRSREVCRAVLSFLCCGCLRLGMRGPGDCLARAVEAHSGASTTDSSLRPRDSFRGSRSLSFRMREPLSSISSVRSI
# EP2 mod = EP2 receptor (human) modulation; P43116; EP2-expressing cells, cAMP HTRF FRET, PGE2 co-stimulation; induction, % at 25 µM; 0.83% of 260,000 active;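 active means compounds whose cAMP rise, as percent of the full-agonist control response, exceeds 60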;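 further: rat C6 glioma line stably carrying human EP2 under a CMV promoter; the protocol text gives 20 µM as final concentration; 100% = response of wells given 1 µM PGE2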
# PERK inh = blocks human PERK kinase; CHO PERK-DD fusion, SEAP luminescence translation reporter; 0.17% of 220,000 active; AID 1416; inhibition, % at 5.6 µM;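 active means inhibition above the mean inhibition of all tested compounds plus 3 SD, set separately per screening campaign, cut at about 2.9% in these data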;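 further: PERK kinase domain activated by AP20187 dimerizer at 100 nM; 0% = DMSO with dimerizer and 100% = rapamycin at 8.4 µM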
# TRPML3 agonist = agonists of human TRPML3 channel; Q8TDD5; HEK293 TRPML3-YFP, Fluo-8 calcium fluorescence; 100% = the carbachol control signal; activation, % at 3 µM; 0.29% of 220,000 active; AID 1448;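 active means activation above its plate's cutoff, the mean activation of the plate's test wells plus 3 SD, cut at about 12% in these data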;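 further: 0% = DMSO only wells and 100% = carbachol wells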
# Target sequence (Q8TDD5 whole entry, looked up): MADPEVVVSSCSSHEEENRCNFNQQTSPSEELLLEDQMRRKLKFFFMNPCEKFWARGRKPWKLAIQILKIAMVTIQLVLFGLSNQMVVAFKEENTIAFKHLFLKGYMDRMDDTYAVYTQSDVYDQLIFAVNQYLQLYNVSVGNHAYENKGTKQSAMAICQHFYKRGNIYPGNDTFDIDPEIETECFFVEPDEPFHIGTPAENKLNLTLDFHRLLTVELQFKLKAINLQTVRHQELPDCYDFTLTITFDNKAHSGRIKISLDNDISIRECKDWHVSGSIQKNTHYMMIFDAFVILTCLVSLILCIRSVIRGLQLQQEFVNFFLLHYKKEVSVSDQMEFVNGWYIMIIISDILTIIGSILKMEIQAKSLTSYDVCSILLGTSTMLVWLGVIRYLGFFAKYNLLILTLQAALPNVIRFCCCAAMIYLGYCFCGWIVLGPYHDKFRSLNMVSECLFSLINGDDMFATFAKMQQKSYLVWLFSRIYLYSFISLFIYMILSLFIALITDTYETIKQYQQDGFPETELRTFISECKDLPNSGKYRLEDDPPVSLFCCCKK
#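 Test system – HEK293 line with stable expression of human TRPML3-YFP channel · Control set – carbachol 87 µM final as high control (100%), DMSO as low control (0%) · Signal – Fluo-8 calcium dye fluorescence, ex 470-495, em 515-575 nm · Incubation – 1-h 37 °C dye load, 5-s basal, 120-s post-compound reads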
# S1P4 ag = agonists of human S1P4 receptor. 0.35% of 220,000 active. S1P4-expressing cell line, agonist reporter assay. activation, % at 4.98 µM; in the data active means activation above about 11%;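 further: 0% = DMSO vehicle and 100% = reference agonist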
# m-calpain inh = blocks pig calpain II enzyme activity; 0.37% of 220,000 active; inhibition, % at 16 µM; purified calpain II, fluorogenic peptide substrate, 30 min;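 active means inhibition above about 50%, limit read from the data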
# Active calls of the source: *; · = not tested or not shown; & = joins results of further samples.
SMILES,TRPN1 ag,Ba/F3 V617F tox,BaF3 tox,S1P4 antagonist,EP2 mod,PERK inh,TRPML3 agonist,S1P4 ag,m-calpain inh
Cn1c(NC(=O)c2cc(-c3ccc4c(c3)OCO4)nc3ccccc23)cc(=O)n(C)c1=O,4.2,5.3,8.8,-3.8,-46.9,0.5,0.3,1.6,-47.5
COc1cc(C(=O)Nc2nc(N)n(-c3ccccc3)n2)cc(OC)c1OC,0.8,3.2,3.8,-10.2,-6.3,-0.3,-2.0,1.9,-14.6
Cc1nc2ccccc2n1Cc1n[nH]c(=S)n1-c1ccc(Cl)cc1,1.5,-0.5,2.4,11.7,35.3,0.7,0.2,-0.6,-4.2
OCc1nc(CO)n(Cc2ccccc2)n1,-0.9,-3.9,0.9,-5.5,24.1,0.5,0.2,-1.2,-1.1
CC(C)C(=O)Nc1ccc(N2CCN(C(=O)c3cccs3)CC2)cc1,-0.3,-3.3,-2.6,-18.6,7.3&11.4,0.6,1.0,2.1,-1.8
COc1ccc(OC)c(N(CC(=O)N2CCN(c3cc(Cl)ccc3C)CC2)S(C)(=O)=O)c1,0.0,4.6,7.4,-9.5,-2.0,-0.9,0.1,0.3,57.2*
Oc1ccccc1C1=Nc2ccccc2N=C(c2cccs2)C1,0.3,-1.9,3.0,-6.1,46.8,0.7,0.5,-1.1,-18.0
COc1ccc(-c2nc(-c3ccc4c(c3)OCO4)[nH]c2-c2ccc(OC)cc2)cc1,0.4,6.9,8.7,9.1,-38.1,-1.3,0.5,-0.4,-193.7
Cc1ccnc(N2CCC(C(=O)Nc3cccc(C(F)(F)F)c3)CC2)n1,0.2,-0.1,2.1,12.0,-14.9&-25.1,-0.6,0.7,0.6,-18.3
C/C(=N\NC(=O)c1cc2c(s1)CCC(C)C2)c1ccncc1 (centres undefined),-0.5,0.4,2.5,-7.2,-3.2,-0.1,0.1,1.1,23.2
COc1ccc(OC)c(NS(=O)(=O)Cc2ccccc2)c1,-0.2,0.8,4.8,-15.3,30.9,-0.4,0.0,3.9,-1.4
CCCCNC(=O)c1nn(-c2ccccc2OC)c(=O)c2ccccc12,-0.3,-2.7,2.6,-5.5,9.2,0.6,0.1,-1.5,19.9
CCN1C(=O)C(C(=O)Nc2ccc(OC)cc2)C2CC1(C)Oc1ccccc12 (centres undefined),-1.2,-3.4,1.1,0.7,12.2,0.0,-0.6,1.8,38.0
CCCN(CCC)c1ccc(C(O)c2nnc(-c3ccccc3)o2)cc1 (centres undefined),-1.4,6.4,5.3,-5.0,31.9,-0.1,-1.0,-1.5,32.9
CCOCCOC(=O)C1=C(C)N(C)C(=O)NC1c1cc(Cl)c(O)c(OC)c1 (centres undefined),0.7,2.7,1.1,-0.7,28.8,-0.9,-0.1,1.2,10.9

# Whole records as entered above. Order of screens: TRPN1 ag	Ba/F3 V617F tox	BaF3 tox	S1P4 antagonist	EP2 mod	PERK inh	TRPML3 agonist	S1P4 ag	m-calpain inh
# Profile of Cc1nc2ccccc2n1Cc1n[nH]c(=S)n1-c1ccc(Cl)cc1 : 1.5	-0.5	2.4	11.7	35.3	0.7	0.2	-0.6	-4.2
# Profile of COc1ccc(OC)c(NS(=O)(=O)Cc2ccccc2)c1 : -0.2	0.8	4.8	-15.3	30.9	-0.4	0.0	3.9	-1.4
# Profile of Cn1c(NC(=O)c2cc(-c3ccc4c(c3)OCO4)nc3ccccc23)cc(=O)n(C)c1=O : 4.2	5.3	8.8	-3.8	-46.9	0.5	0.3	1.6	-47.5
# Profile of CCN1C(=O)C(C(=O)Nc2ccc(OC)cc2)C2CC1(C)Oc1ccccc12 (centres undefined) : -1.2	-3.4	1.1	0.7	12.2	0.0	-0.6	1.8	38.0

# Next part:
SMILES,TRPN1 ag,Ba/F3 V617F tox,BaF3 tox,S1P4 antagonist,EP2 mod,PERK inh,TRPML3 agonist,S1P4 ag,m-calpain inh
Cc1oc(-c2ccccc2Cl)nc1CN1CCCN(C(=O)c2ccco2)CC1,-0.3,-5.4,3.1,-24.3,-57.4,0.3,-0.3,0.9,-21.5
CC(=O)CCc1oc2c([N+](=O)[O-])cccc2c1-c1ccc(C)o1,-0.2,3.9,15.0,-10.1,52.6,-0.5,-0.1,1.1,28.8
O=C(Nc1ccc(OC(F)(F)F)cc1)c1ccc(S(=O)(=O)N2CCOCC2)o1,2.0,1.1,-0.5,-11.4,-53.2,-0.1,3.4,0.7,9.3
CC(C)(C)n1nc2c(c1NC(=O)COc1ccc3ccccc3c1)CS(=O)C2 (centres undefined),1.1,1.0,0.8,-7.1,-11.7,-0.3,0.1,1.8,-9.2
CCOc1cc(C(=O)Nc2c(C)ccc3nsnc23)cc(OCC)c1OCC,0.9,5.1,6.9,-13.8,9.9,-1.1,-0.1,-0.8,-79.5
CCOC(=O)c1c(NC(=S)NC(C)=O)sc(C)c1C,0.2,-1.3,6.5,2.1,18.0,1.1,0.7,2.4,12.7
N#CC12CCCCC1CC1CCCCC1(C#N)N2Cc1ccccn1 (centres undefined),2.9,7.5,16.5,2.0,5.4,-0.8,1.5,-0.8,-12.3
CC(C)(C)C(=O)CNCC(=O)C(C)(C)C,-0.2,0.7,5.5,-12.0,23.3,1.0,0.8,0.1,-18.2
Cc1ccc(-c2csc(-c3c[nH]c4ccccc34)n2)cc1,0.0,-2.7,2.9,7.6,12.3,0.5,1.1,1.0,-30.5
c1cncc(Nc2nc(-c3ccncc3)cs2)c1,1.4,5.6,2.9,-11.8,4.8,-0.2,0.7,-1.2,-40.1
Cn1cnnc1SCc1ccc(-c2ccc(Br)cc2)o1,0.6,1.4,9.5,-13.6,-45.3,-0.3,-0.7,0.7,-45.5
COC(=O)C(NC(C)=O)(Nc1nc2ccc(S(C)(=O)=O)cc2s1)C(F)(F)F (centres undefined),-0.9,-4.1,3.0,-20.8,-9.1,0.3,1.1,1.2,7.5
CN(Cc1ccccc1)C(=O)CCS(=O)(=O)c1ccc2c(c1)n(C)c(=O)c(=O)n2C,-0.8,-1.0,4.1,-9.7,13.0,0.0,0.5,0.7,-30.9
Cc1sc2c(c1C)c(=O)nc1scc(C)n12,1.4,2.0,0.9,-1.5,·,-0.9,0.0,4.2,·
Cc1cc2nc(C(F)(F)F)[nH]c(=O)n2n1,1.2,-2.2,3.9,-21.6,13.9,1.4,0.7,2.1,-9.0
CC(C)(C)c1cccc(/C=N/O)c1O,-0.5,1.4,3.9,6.5,16.8,0.5,0.4,1.6,-20.3
COc1ccc(-c2nc(N)n(C(=O)Cc3ccccc3)n2)cc1,0.0,5.2,9.2,-2.1,-2.5,-0.3,1.1,1.8,-19.1
Cc1cc(C)c(S(=O)(=O)c2ccccc2)c(N2CCOCC2)n1,0.0,2.2,4.9,8.0,-10.9,1.1,1.3,0.7,-14.0
COc1ccc(C(c2nnnn2Cc2ccc(F)cc2)N2CCN(c3ccccc3)CC2)cc1 (centres undefined),0.3,-0.3,6.5,-12.7,4.5,0.6,0.6,0.5,28.9
CN(C)c1ccc(C(=O)NCC2CCCO2)cc1 (centres undefined),0.5,-2.8,-0.6,0.1,7.6,0.1,0.5,-1.2,-14.2
COc1ccc(Cn2cc([N+](=O)[O-])nc2C)cc1[N+](=O)[O-],2.3,0.0,2.2,-18.3,33.3,0.5,0.1,1.8,-1.3
Cc1c(C(=O)NCc2ccccn2)sc2nc(-c3ccccc3)cn12,1.1,17.3,17.7,5.5,-0.8,0.2,0.0,-0.6,15.5
COC(=O)c1ccc(NC(=S)N2CCN(Cc3ccc(Cl)cc3)CC2)cc1,0.9,-3.1,-1.7,-18.7,-28.4,0.1,0.1,1.1,14.6
COc1ccc(CNC(=O)COc2ccc(C(=O)c3ccc(F)cc3)cc2)cc1,0.0,0.5,7.3,-1.6,-92.7,0.6,0.2,0.7,-1.2
CN(C)C(=O)C#Cc1ccccc1,0.9,-1.8,3.1,-7.6,4.3,0.3,1.7,1.1,-15.1
Cc1ccccc1-c1nc(CN(C)C(C)c2ccon2)c(C)o1 (centres undefined),-1.1,-0.2,2.3,9.0,-2.0,-0.2,-0.3,-1.1,-14.9
COc1ccc(S(=O)(=O)N(C)Cc2cccs2)cc1Br,-1.9,0.0,4.3,4.0,30.8,-1.1,0.3,-0.3,25.8
O=C(Cc1ccccc1)Nc1ccc(N2CCN(Cc3ccccc3F)CC2)cc1,0.4,-2.5,-1.5,6.1,7.5,-1.2,0.7,-0.1,10.9
CC(=O)NCCn1c(SCC(=O)c2ccc(Cl)cc2)nc2ccccc2c1=O,1.1,5.2,1.0,13.6,-41.9,-0.1,0.8,1.0,-13.1
COCCNC(=O)CSC1=N/C(=C/c2ccc(Cl)c(Cl)c2)C(=O)N1c1ccccc1F,0.1,6.3,10.8,-3.0,24.1,-0.5,-0.1,0.1,-34.4
O=C(NC(=S)Nc1ccccc1N1CCCC1)c1ccccc1[N+](=O)[O-],-1.3,2.9,7.0,12.6,16.4,-0.6,-0.6,-1.1,26.2
COc1ccc(OC)c(C2C(C#N)=C(N)Oc3c2c(C)nn3-c2ccc(C)cc2)c1 (centres undefined),0.5,-0.9,0.8,-24.6,14.9,-0.1,0.3,3.2,-37.7
CC(C)c1onc(C(=O)NC2CCCC2)c1[N+](=O)[O-],0.3,-1.0,1.4,-10.7,-9.8,0.6,0.4,1.5,0.3
COc1ccccc1N1CCN(c2ncc(C(=O)N3CCN(c4cccc(Cl)c4)CC3)c3ccccc23)CC1,0.8,-4.3,2.8,-3.2,-36.9,0.4,1.3,0.3,-244.8
N#CC(C(=O)OC1CCCCC1)c1nc2ccccc2nc1N1CCOCC1 (centres undefined),2.0,1.7,5.1,-10.1,-41.6,2.1,0.9,0.2,-25.4
CCc1ccccc1N(CC(=O)N1CCN(c2ccc(F)cc2)CC1)S(C)(=O)=O,1.0,-3.4,-0.1,11.8,23.7,-1.0,0.2,-0.9,-59.8
CCCOc1ccc(C(=O)C(CN2CCOCC2)c2ccccc2)cc1 (centres undefined),-0.5,46.2*,11.7,21.8,6.3,0.0,-0.3,-1.4,-14.1
Cc1sc(-c2ccncc2)nc1OC(=O)c1ccccc1,-1.7,-1.4,5.5,11.1,-2.2,2.8,0.0,-0.3,4.4
CCNC(=O)NC(=O)CN(C)c1ccccc1,-1.9,-6.1,4.0,-17.8,-2.6,1.3,0.1,0.3,3.2
CC(C)c1ccc(OCC(=O)N(Cc2ccccc2)c2ccccn2)cc1,-2.4,-2.0,4.2,-3.3,29.1,-0.2,0.0,0.9,-15.2
O=C(CN1CC[n+]2c(-c3cccs3)csc21)c1ccc(-c2ccccc2)cc1,1.3,0.0,5.3,-0.1,-55.0,2.0,0.4,-0.1,57.8*
CCc1ccc(N(C(=O)CCC(=O)Nc2cc(C)on2)C(C(=O)NC2CCCC2)c2ccco2)cc1 (centres undefined),0.1,-2.1,3.2,-9.1,6.7,-0.8,-0.4,0.6,3.9
COC(=O)C1C(c2ccccc2)NC(=O)NC1(O)C(F)(F)Cl (centres undefined),0.7,-0.7,2.0,-1.8,37.8,1.4,0.4,3.5,-15.6
CN(CC1COc2ccccc2O1)C(=O)c1ccc(N(C)C)cc1 (centres undefined),0.6,-0.4,0.3,-11.9,-22.9,-0.3,0.6,-0.4,-2.4
O=C(NCc1ccccn1)c1cc(-c2ccc(-c3ccccc3)cc2)nc2ccccc12,0.0,33.9*,36.3*,-1.6,6.2,-0.7,0.6,0.6,-335.2
C/C(CS(=O)(=O)c1ccc(Cl)cc1)=N/NC(N)=S,1.3,-2.6,3.0,-10.3,22.0,1.7,0.7,0.2,-26.7
